Screening results (PubChem BioAssay)
S aureus QS inh: inhibitors of bacterial quorum sensing in S. aureus | 0.3% of 24,000 active | inhibition, % at 2 µM | S. aureus RN6390 RNAIII-GFP reporter, AIP-induced, flow cytometry 3 h;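 active = share of bacteria positive for the green fluorescent reporter and its mean brightness both inhibited by 50% or more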;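 note: 0% = AIP-stimulated control and 100% = unstimulated bacteria without AIP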
S aureus QS inh GFP MFI %: recorded beside S aureus QS inh, whose call it bears; inhibition, %; measured here: inhibition of GFP MFI
Numbers without * were called inactive. The list is partial. The share of hits here may be higher or lower than overall.

The first five entries, ahead of the listing:
SMILES	S aureus QS inh	S aureus QS inh GFP MFI %
Cn1c(=O)c(=O)n(C)c2cc(S(=O)(=O)N3CCC(N4CCCCC4)CC3)ccc21	0	19
CN(C)CCNC(=O)c1ccc(CS(=O)(=O)c2ccc(Br)cc2)o1	2	11
c1cnc(N2CCN(c3nc4ccccc4n4cnnc34)CC2)nc1	0	5
COc1cccc(NC(=O)N(Cc2ccco2)C(C)c2cccs2)c1 (centres undefined)	-1	4
Cc1nc(CSc2nnc(C)s2)cs1	-2	-6

Main list, from the first entry:
SMILES	S aureus QS inh	S aureus QS inh GFP MFI %
Cn1c(=O)c(=O)n(C)c2cc(S(=O)(=O)N3CCC(N4CCCCC4)CC3)ccc21	0	19
CN(C)CCNC(=O)c1ccc(CS(=O)(=O)c2ccc(Br)cc2)o1	2	11
c1cnc(N2CCN(c3nc4ccccc4n4cnnc34)CC2)nc1	0	5
COc1cccc(NC(=O)N(Cc2ccco2)C(C)c2cccs2)c1 (centres undefined)	-1	4
Cc1nc(CSc2nnc(C)s2)cs1	-2	-6
COc1ccc(N2CCN(S(=O)(=O)c3cccc4cccnc34)CC2)cc1	3	27
COc1ccc(CN(C)CC(=O)c2c(N)n(Cc3ccccc3)c(=O)n(C)c2=O)c(OC)c1	-1	-16
CCN(CCCNC(=O)CCc1nc(-c2ccc(OC)cc2)no1)c1cccc(C)c1	1	6
Cc1ccc(S(=O)(=O)Nc2cc(C(=O)NCCN(C)C)ccc2N2CCCCC2)cc1	0	13
Cc1ccc(-c2noc(CCC(=O)Nc3ccc(C)cn3)n2)cc1	-3	-2
CCCCNC(=O)c1cn(C)c2ccc(S(=O)(=O)N3CCOCC3)cc2c1=O	-8	-38
COCC(=O)NC(C)c1nc2ccccc2[nH]1 (centres undefined)	-1	-3
CCCCNC(=O)c1cc(-c2ccc(F)cc2)on1	0	21
Cc1nc2ccc(S(=O)(=O)NCC(=O)N3CCc4ccccc4C3)cc2s1	-2	-2
CC(=O)c1ccc(NC(=O)CCc2c(C)nc3ncnn3c2C)cc1	5	10
Cc1c(C(=O)OCc2ccccc2)nnn1-c1nonc1N	-2	9
COC(=O)c1ccc(-c2sc3nc(N4CCOCC4)c4c(c3c2N)CCCC4)o1	-1	-7
O=c1[nH]c(=O)n(C2CCCCCC2)c(O)c1C=NCc1ccc(F)cc1	-7	-19
Cc1cc(C(F)(F)F)nn1CC(=O)Nc1cccnc1	0	12
CC(C)OCCCNC(=O)Cn1nc(-c2ccccc2)ccc1=O	2	4

Next part, starting with the last 5 of the part before.
SMILES	S aureus QS inh	S aureus QS inh GFP MFI %
Cc1c(C(=O)OCc2ccccc2)nnn1-c1nonc1N	-2	9
COC(=O)c1ccc(-c2sc3nc(N4CCOCC4)c4c(c3c2N)CCCC4)o1	-1	-7
O=c1[nH]c(=O)n(C2CCCCCC2)c(O)c1C=NCc1ccc(F)cc1	-7	-19
Cc1cc(C(F)(F)F)nn1CC(=O)Nc1cccnc1	0	12
CC(C)OCCCNC(=O)Cn1nc(-c2ccccc2)ccc1=O	2	4
CCc1cc2ccc(C)cc2nc1SCC(=O)N1CCN(C(=O)c2ccco2)CC1	4	54
COc1ccc(-c2coc3cc(O)cc(O)c3c2=O)cc1	1	2
CCOC(=O)c1sc(NC(NC(=O)c2ccco2)(C(=O)OC)C(F)(F)F)nc1C (centres undefined)	-3	-12
O=C(Cc1cccs1)Nc1nnc(CCc2ccccc2)s1	-1	-8
N#Cc1c(/N=C/c2ccco2)sc2c1CCC2	0	-6
COc1cccc(NC(=O)Cn2c(=O)n(CCCC(=O)NCc3ccco3)c(=O)c3ccccc32)c1	3	21
O=C(CCNS(=O)(=O)c1cccc2nsnc12)Nc1ccc2c(c1)OCCO2	2	28
Cc1ccc(N=c2oc3cc(O)ccc3cc2C(N)=O)cc1	6	25
CSCCC(NS(=O)(=O)c1ccc2c(c1)oc(=O)n2C)C(=O)NC1CCCCC1 (centres undefined)	-1	-34
CCCCNC(=O)C(NS(=O)(=O)c1cccc2nsnc12)c1ccccc1 (centres undefined)	23	43
COc1cccc(CC(=O)NCC2COc3ccccc3O2)c1OC (centres undefined)	1	1
CCCCCSc1nc2c(cnn2-c2ccccc2)c(=O)[nH]1	4	17
Cc1nc(NC2=NCN(CC3CCCO3)CN2)nc2ccccc12 (centres undefined)	-2	-13
CCn1c(=O)cc(OCC(=O)NCCC(C)C)c2ccccc21	11	26
COc1ccc(NS(=O)(=O)c2ccc(NC(C)=O)cc2)cc1OC	0	1
CC1CCCCN1CCn1cnc2c([nH]c3ccccc32)c1=O (centres undefined)	0	-8
Cc1c(C(=O)NCCC2=CCCCC2)oc2ccc(S(=O)(=O)N3CCC4(CC3)OCCO4)cc12	19	25
Cc1cc(=O)[nH]c(SCC(=O)Nc2nc(-c3ccccc3)cs2)n1	8	17
O=C(C1CCN(S(=O)(=O)c2cccc3cccnc23)CC1)N1CCN(c2ccccc2)CC1	-6	-7
Cc1cc2ccccc2c(=O)[nH]1	0	-3
CC(NC(=O)C12CC3CC(CC(C3)C1)C2)C(=O)NCCN(C)C (centres undefined)	-4	-7
CCCCOc1ccc(C(C)NC(=O)C2CCCN(S(=O)(=O)CC)C2)cc1 (centres undefined)	0	-2
CN(C)C(=O)N1CCC(C(=O)NCc2cccs2)CC1	-1	-14
O=C1c2ccccc2-c2ncnc3c(N4CCOCC4)cc(N4CCOCC4)c1c23	-2	0
CCn1c(SCC(=O)Nc2cc(C)on2)nc2c(c1=O)SC(C)C2 (centres undefined)	2	24
O=C(c1c(F)cccc1F)N(Cc1ccccn1)C1CCCC1	0	1
CCOc1ccc(NC(=O)c2cccc3c2C(=O)N(Cc2cccnc2)C3)cc1	-9	-14
Cc1csc(NC(=O)C(Cc2ccccc2)n2cccc2)n1 (centres undefined)	6	-2
Cc1ccc(S(=O)(=O)N2CCCC2C(=O)Nc2ccc(O)cc2)cc1 (centres undefined)	15	41
CCn1c(C(=O)NCc2ccccn2)cc2sccc21	-2	-1
C=CCN1C(=O)c2ccccc2Sc2ccc(C(=O)N3CCN(C)CC3)cc21	-4	-27
Cc1ccccc1Cn1cnc2c(nnn2Cc2ccc(F)cc2)c1=O	6	16
C=CCNC(=O)C1CC(=O)N(c2ccc(OCC(=O)Nc3ccc(OC)cc3)cc2)C1 (centres undefined)	1	2
CCOC(=O)Nc1ccc2ncn(C)c(=O)c2c1	-2	-16
CCOC(=O)CSc1nc2c(sc(=S)n2CCc2ccccc2)c(=O)n1Cc1ccco1	27	39
CCOC(=O)c1c(C)c(C(=O)NCc2ccc3c(c2)OCO3)c(C)n1C	0	19
COc1cccc(C(=O)Nc2cnc(NC(=O)c3ccco3)cc2C)c1	0	8
CC(C)C(NS(=O)(=O)c1cccc2nsnc12)C(=O)Nc1nc2ccc(Cl)cc2s1 (centres undefined)	-2	-4
CCc1ccccc1NC(=O)c1cc2sccc2n1C	1	7
O=C1C2ON(c3ccccc3)C(c3cccnc3)C2C(=O)N1c1ccccc1 (centres undefined)	-1	3
CCN(CC)c1ccc(NC(=O)CCCCCN2C(=O)c3ccccc3C2=O)cc1	5	25
CCSCC1COC(c2cccn2Cc2ccc(C)cc2)=N1 (centres undefined)	-1	-6
CCC(C)OC(=O)C1=C(C)NC(=O)CC1c1ccccc1OC (centres undefined)	3	-1
COc1ccc(-n2c(Cc3cc(=O)[nH]c(=O)[nH]3)nnc2SCC(=O)NC2CCCC2)cc1	-2	1
O=C(NC1CCCC1)C1CCCN(S(=O)(=O)c2cccc3cccnc23)C1 (centres undefined)	0	16
O=C(CSc1nc(-c2ccco2)cc(C(F)(F)F)n1)NC1CCCC1	3	16
O=C(CCc1nc2ccccc2[nH]1)NC1CCCCC1	-2	-14
CC(C)=CCCC(C)N(C=O)C(C)CCC=C(C)C (centres undefined)	-2	-14
c1ccc(CN2CCN(CCCNc3ccc4nnc(-c5ccccc5)n4n3)CC2)cc1	2	22
COC(=O)c1cccnc1-n1c(=O)c2cccnc2n(Cc2ccc(Cl)cc2)c1=O	-1	-13
Cc1cccc(-n2nnnc2SCc2csc(-c3ccccc3)n2)c1	0	11
CCOC(=O)C1/C(=N\O)CC(C)(O)C(C(=O)OCC)C1c1ccc(N(C)C)cc1 (centres undefined)	-2	-10
Cc1c(Cl)cccc1Nc1ccccc1C(=O)O	13	15
Cn1nnnc1SCSc1nnnn1C	1	7
C=CCn1c(=S)[nH]c2nc3c(cc2c1=O)COC(C)(C)C3	-1	2
Cc1nc2nc(SCC(=O)NCc3ccco3)nn2c(C)c1Cc1ccccc1	0	1
O=C(C1CCN(S(=O)(=O)c2cccc3cccnc23)CC1)N1CCn2c1nc1ccccc12	-4	-25
CC1(C)CC(=O)C(C=Nc2ccccc2C(=O)O)=C(O)C1	2	20
O=C(CCN1C(=O)C2C3C=CC(C3)C2C1=O)NCCN1CCCc2ccccc21 (centres undefined)	2	13
COCCNC(=O)c1snc2ccc(Cl)cc12	0	5

Carrying on.
SMILES	S aureus QS inh	S aureus QS inh GFP MFI %
Cc1ccc(CCNC(=O)C2CCN(S(=O)(=O)N3CCC4(CC3)OCCO4)CC2)cc1	-1	1
CCOc1c(N2CCCCC2)c(=O)c1=O	-6	-5
COc1ccc(N2CCN(C(=O)CNC(=O)c3ccc(C(C)(C)C)cc3)CC2)cc1	-5	-23
CCOC(=O)CN1C(=O)CSc2ccccc21	-1	-2
O=C(CN(CCc1ccccc1)C(=O)CNS(=O)(=O)c1ccccc1)NCC1CCCO1 (centres undefined)	-1	5
NS(=O)(=O)c1ccc(NCc2c(F)cccc2Cl)cc1	0	-7
CCOC(=O)c1cc2c(=O)n3ccccc3nc2n(CCOC)c1=NC(=O)c1ccncc1	-1	-9
COc1ccc(C2(C(=O)Nc3cc(C)on3)CCOCC2)cc1	0	0
CCCCN(C)CCCNC(=O)c1cccc(N2CCCC2=O)c1	-1	0
O=C(NCC1COc2ccccc2O1)c1ccccc1 (centres undefined)	1	11
COCCCN1C(=O)C(O)=C(C(C)=O)C1c1ccccn1 (centres undefined)	0	-6
CC(C)(NCc1ccccc1Cl)C(=O)O	0	5
COC(=O)Cn1c(=NC(=O)CSCC(=O)Nc2cc(C)on2)sc2ccccc21	0	5
O=C(NCCC1=CCCCC1)C(=O)NCC(c1ccco1)N1CCN(c2ccccc2)CC1 (centres undefined)	0	-43
C=CCNc1nc(-c2ccccc2)nc(-n2ccnc2)n1	0	-9
O=C(Cn1cc2c(n1)CCCC2)N1CCOCC1	1	1
Cc1cccn2c(=O)c3cc(C#N)c(=O)n(CCCN4CCOCC4)c3nc12	0	5
CCOc1ccc(CCNC(=O)CN2CCN(Cc3ccccc3C)C2=O)cc1OCC	-1	-8
CCN1CCN(C(c2cccs2)C(C)NC(=O)CC(C)C)CC1 (centres undefined)	2	13
Cc1ccc(OCCNC(=O)c2ccccc2N)cc1	-4	-2
O=C(O)C1CC(=O)N(c2ccc(OCc3c(F)cccc3Cl)cc2)C1 (centres undefined)	0	1
O=C1c2ccccc2C(Nc2ccc3c(c2)OCCO3)N1c1ccccn1 (centres undefined)	8	16
COc1ccc(C(CC(=O)O)NC(C)=O)cc1OC (centres undefined)	5	15
O=C(CC1CCCCC1)NCc1ccccn1	0	-1
CCOC(=O)c1[nH]c(C)c(C(=O)NC(C)(C)C)c1C	-2	2
COc1ccc2c(c1OC)C(=O)N(c1ccc3c(c1)CCC3)C2=O	-1	-22
CS(=O)(=O)N1CCCC(C(=O)NCCN2CCC(Cc3ccccc3)CC2)C1 (centres undefined)	4	15
COc1ccc(C2OC(=O)CC2C(=O)NC(C)C)cc1 (centres undefined)	-1	-16
COc1ccc(Cl)cc1N1CCN(CCNC(=O)Nc2ccccc2C)CC1	0	-14
CCCCN(CCCNC(=O)C1CCCN(S(=O)(=O)CC)C1)Cc1ccccc1 (centres undefined)	14	47
Cc1oc(-c2cccc(Cl)c2)nc1CN1CCC(C(=O)N2CCN(c3ccccn3)CC2)CC1	23	49
CC(C)(C)NC(=O)CSc1nnnn1C(C)(C)C	0	-23
Cc1nc2c(nnn2Cc2ccccc2)c(=O)n1-c1ccccc1	0	-2
CCOC(=O)C(C)NC(=O)C(NC(=O)C1CCC(CC)CC1)C(C)C (centres undefined)	4	27
O=S(=O)(c1ccc(OCC(O)CN2CCC(Cc3ccccc3)CC2)cc1)N1CCOCC1 (centres undefined)	-4	8
COC(=O)c1ccccc1NC(=O)C1CC(=O)N(c2ccc(F)cc2)C1 (centres undefined)	0	26
COC(=O)Cn1c(CN2CCOCC2)nc2c1c(=O)n(C)c(=O)n2C	1	-15
O=C(NCC12CC3CC(C1)CC(CNC(=O)N1CCCC1)(C3)C2)N1CCCC1	-3	-4
CC(=O)NCCc1ccc(S(=O)(=O)NC2OC(=O)c3ccccc32)cc1 (centres undefined)	0	-46
CCOC(=O)C1CCN(C(=O)Cc2c(C(=O)O)n(CC)c3ccccc23)CC1	-2	-2

Taken from above.
S aureus QS inh GFP MFI % with `CS(=O)(=O)N1CCCC(C(=O)NCCN2CCC(Cc3ccccc3)CC2)C1` (centres undefined) reads 15
S aureus QS inh with `COc1ccc(C2OC(=O)CC2C(=O)NC(C)C)cc1` (centres undefined) reads -1

New compounds follow
SMILES	S aureus QS inh	S aureus QS inh GFP MFI %
O=C(Nc1cccc(NC(=O)c2ccc(Br)o2)n1)c1ccc(Br)o1	0	5
O=C1CCC(=O)N1OCCCOc1ccc(Br)cc1Cl	-4	-21
Cc1ccc(C)c(N2CCN(C(=O)CCCCn3c(=O)[nH]c4ccccc4c3=O)CC2)c1	71*	71*
COc1ccc(-c2cc(C(=O)N(C)Cc3ccccc3)no2)cc1OC	-2	-17
COc1ccc(N2CCN(CCNC(=O)C3CC(=O)N(C4CCCC4)C3)CC2)cc1 (centres undefined)	-5	-13
O=S(=O)(NCc1ccc(Cl)cc1)c1cnc[nH]1	0	0
